All columns: NCI-60 one-dose screen, growth in % after 48 h at 10 µM unless noted; 100 = growth as untreated, 0 = no growth, -100 = all killed.
MOLT-4: MOLT-4 leukemia cells; 6.9% of 80,000 active; AID 1794779
CCRF-CEM: CCRF-CEM leukemia. AID 1794778. 7% of 77,000 active
MDA-MB-435: MDA-MB-435 melanoma | 7.8% of 82,000 active | AID 1794794
HOP-92: HOP-92 NSCLC cells; 6.3% of 71,000 active; AID 1794738
K-562: K-562 leukemia. 7.4% of 78,000 active. AID 1794777
RPMI-8226: RPMI-8226 leukemia cells; AID 1794781; 7.5% of 77,000 active
SR: SR leukemia cells. 8.7% of 73,000 active. AID 1794780
HOP-62: HOP-62 NSCLC; 3.9% of 80,000 active; AID 1794735
The depositor's hits bear a star; x = no result given; & = joins results of further samples; [ ] = remark or other dose. Rule for the calls: active = growth percent below 10; inactive = the rest.

SMILES | MOLT-4 | CCRF-CEM | MDA-MB-435 | HOP-92 | K-562 | RPMI-8226 | SR | HOP-62
C(=C\CSc1ccccn1)/CSc1ccccn1 | 93.3 | 81.6 | 104.3 | 113.2 | 78.6 | 74.3 | 66.9 | 99.2
Cn1cc(-c2csc(-c3ccccc3)n2)c2ccccc21 | 88.2 | 90.8 | 102.9 | 61.6 | 92.3 | 97.9 | 106.0 | 97.0
COc1ccc(/C=C2/C(=O)N(/C=C3\C(=O)Oc4ccccc4C3=O)C(=NC(C)=O)N2C)cc1OC | 98.9 | 103.0 | 105.8 | 95.3 | 104.3 | 103.2 | 88.2 | 106.9
COc1cc(-c2ccc3c(c2)NC(=O)/C3=C\c2ccc[nH]2)ccc1O | 10.3 | 12.3 | 12.2 | 57.8 | 5.5* | 6.6* | 8.9* | 27.8
O=c1c2ccccc2nc(COc2ccccc2)n1NCc1ccccc1Cl | 105.6 | 98.8 | 105.9 | 106.2 | 102.8 | 89.8 | 97.3 | 101.0
C=CCn1c(SC/C(=N\O)c2ccc(Cl)cc2)nnc1-c1c[nH]c2ccccc12 | 60.0 | 82.8 | 89.3 | 73.5 | 60.7 | 70.3 | 87.9 | 92.7
NC(=O)N1NC(=O)C(N=Nc2ccc(S(=O)(=O)N=C(N)N)cc2)C1=O (stereo not given) | 104.8 | 138.2 | 111.1 | 93.0 | 109.0 | 123.0 | 110.0 | 122.1
CC(=O)C1C(=O)C(=O)N(c2cccc([N+](=O)[O-])c2)C1=O (stereo not given) | 100.6 | 106.3 | 103.7 | 95.6 | 112.0 | 107.0 | 95.6 | 104.9
C=CCn1c(SCC(=O)N2CCN(c3cc4c(cc3F)c(=O)c(C(=O)O)cn4C3CC3)CC2)nnc1-c1cc(OC)c(OC)c(OC)c1 | 93.5 | 51.8 | 107.1 | 40.8 | 87.8 | 85.5 | 98.1 | 64.9
O=C(NC1CCc2c1ccc(Cl)c2Cl)c1cc2c([nH]c1=O)CCCC2 (stereo not given) | 83.5[50 µM] | 94.2[50 µM] | 96.4[50 µM] | 109.0[50 µM] | 86.5[50 µM] | 87.6[50 µM] | 94.4[50 µM] | 98.5[50 µM]
FC(F)(F)c1nn[nH]n1 | 100.8 | x | 100.7 | x | 113.4 | 89.5 | 104.3 | 124.6
CCCC(=O)Oc1cc(C)c2sc(=O)[nH]c2n1 | 97.7&100.7 | 96.2&109.3 | 108.4&105.4 | 87.0&95.6 | 98.4&108.1 | 96.1&99.5 | 112.1 | 99.0&100.8
O=C1c2cccc3cccc(c23)C(=O)N1CC#Cc1ccc2c3c(cccc13)C(=O)N(Cc1ccccc1)C2=O | 99.9 | 96.2 | 99.5 | 87.3 | 97.0 | 108.3 | 98.3 | 95.9
COc1cc(OC)cc(-c2ccc(-c3ccc(C(=N)N)s3)s2)c1 | -71.2* | x | -81.9* | -71.0* | -35.7* | -62.9* | -47.3* | -88.1*
NS(=O)(=O)c1cnccc1-n1ccc(=O)cc1 | 90.6 | 93.7 | 95.1 | 81.3 | 82.1 | 60.5 | 51.1 | 95.5
O=C1/C(=C/C=C/c2ccco2)SC(=S)N1CC(=S)C1C=CS(=O)(=O)C1 (stereo not given) | 68.8 | 45.9 | 96.7 | 120.7 | 75.0 | 63.9 | 39.0 | 129.5
Cc1cccc(C)c1-n1cnc2ccccc2c1=O | 89.3 | 99.9 | 107.4 | 54.2 | 99.6 | 98.8 | 95.8 | 80.2
COc1c(O[C@H]2O[C@@H](CO)[C@@H](O)C(O)C2O)cc2oc3cc(O)c(CC=C(C)C)c(O)c3c(=O)c2c1CC=C(C)C (stereo not given in full) | 60.8 | 95.0 | 101.8 | 84.0 | 77.6 | 101.4 | 99.1 | 90.2
COc1ccc(C(=O)NNc2ccc(-c3ccccc3)nn2)cc1 | 94.8 | 93.5 | 103.0 | 98.9 | 96.8 | 106.6 | 98.5 | 104.6
CCN(CC)CCCC(C)N=c1cc(Nc2cc(=NC(C)CCCN(CC)CC)c3cc(OC)ccc3o2)oc2ccc(OC)cc12 (stereo not given) | -55.8* | -41.7* | -87.4* | -29.9* | -38.4* | -38.3* | x | -41.6*
C[N+]1(Cc2ccc(C(N)=O)cc2)CCC(CCC2CC[N+](C)(Cc3ccc(C(N)=O)cc3)CC2)CC1 (stereo not given) | 102.5 | 72.3 | 111.3 | 103.0 | 99.1 | 105.4 | 113.4 | 87.9
COC(=O)[C@]12CC[C@@H](C)[C@H](C)[C@@H]1C1=CC[C@@H]3[C@@]4(C)C(C#N)=C[C@@](C)(CO)[C@@H]4[C@H](O)C[C@@]3(C)[C@]1(C)CC2 | 40.7 | 69.5 | 81.1 | 75.5 | 66.5 | 61.4 | 36.4 | 83.3
CC1SC(c2ccc(Cl)cc2)N(NC(=O)c2[nH]c3ccc(F)cc3c2-c2ccccc2)C1=O (stereo not given) | 42.3 | 67.4 | 79.5 | x | 42.5 | x | 42.7 | 95.7
COc1ccc(-c2nn(-c3cccc(Cl)c3)cc2-c2cc(-c3ccccc3)nc(N)c2C#N)cc1 | 43.7 | 43.1 | 82.8 | 91.9 | 48.9 | x | 49.9 | x
Nc1oc2ccc(Cl)cc2c(=O)c1-c1ccc(Cl)cc1 | 84.3 | 88.4 | 81.9 | 66.2 | 92.0 | 85.7 | x | 100.5
More records:
SMILES | MOLT-4 | CCRF-CEM | MDA-MB-435 | HOP-92 | K-562 | RPMI-8226 | SR | HOP-62
Nc1ccc2c(c1)C(=O)c1cc([N+](=O)[O-])ccc1-2 | 109.2 | 101.3 | 100.8 | 92.4 | 133.9 | 104.9 | 107.4 | 124.3
CCOC(=O)c1cc(C(=O)c2cc(OC)cc(OC)c2)n2c1ccc1c3ccccc3ccc12 | 92.3 | 67.8 | x | 87.9 | 72.4 | x | 29.2 | 65.6
O=C1C2=C(SC3c4cccn4CCN3C2=S)c2ccccc21 (stereo not given) | 106.6 | 85.2 | 110.1 | x | 108.8 | 81.4 | 116.8 | 93.7
Cc1cc2c(c(O)c1Br)-c1ncoc1C(=O)[C@]1(C)CC[C@H](C(C)C)[C@H]21 | x | 14.2 | 5.7* | 35.4 | x | 4.3* | x | 38.0
CN1CCN(C(=O)c2ccc(-c3nc4ccc5[nH]ncc5c4c4c3CCC4)cc2)CC1 | 79.0 | 74.8 | 77.6 | 89.3 | 78.3 | 53.6 | 40.9 | 72.2
C1NNCC12CNNC2 | 85.5 | 92.7 | 116.6 | 98.4 | 92.4 | 89.7 | 84.1 | 103.6
Fc1ccc(-c2csc(N/N=C/c3cccs3)n2)cc1 | 72.6 | 86.5 | 99.8 | 80.6 | 68.4 | 83.8 | 72.6 | 87.6
COc1ccc(NC(=O)CCSc2nc3ccccc3c(=O)n2Cc2cc(OC)c(OC)c(OC)c2)cc1 | 61.3 | 77.3 | 100.3 | 60.3 | 71.8 | 83.0 | 76.2 | 84.6
O=C1Nc2ccccc2/C1=N/N=C/c1c[nH]c2ccccc12 | 71.8 | 83.3 | 73.8 | 75.2 | 80.2 | x | 67.0 | 67.3
COc1ccc(-c2nc3ccc(-c4nnc(SCC(=O)Nc5ccc(C(C)=O)cc5)o4)cc3[nH]2)cc1OC | 86.3 | 98.9 | 105.9 | 105.5 | 94.7 | 101.3 | 82.9 | 98.1
COc1cccc(C2CC(=O)Nc3cc4c(cc32)OCO4)c1OC (stereo not given) | 87.1 | 82.1 | 97.0 | x | 83.1 | 79.2 | 86.2 | 98.2
COC(=O)[C@]12CC[C@@H](C(/C=C/c3cccnc3)=N/O)[C@@H]1[C@H]1CC[C@@H]3[C@@]4(C)CC(=C/c5cccnc5)/C(=N/O)C(C)(C)[C@@H]4CC[C@@]3(C)[C@]1(C)CC2 | 2.1* | 16.6 | 36.2 | 54.4 | 24.9 | 1.8* | 11.4 | 60.0
COc1ccc(-c2nn(-c3ccc(NC(=O)c4cc(C(F)(F)F)cc(C(F)(F)F)c4)cc3)cc2-c2ccncc2)cc1Cl | 62.2 | 59.0 | 67.4 | 48.7 | 29.0 | 10.7 | 73.6 | 67.0
CCCCCCCCCCCCCCCCCCOc1cccc(CC(=O)OCC[N+](C)(C)C)c1 | x | 72.6 | 93.6 | 87.9 | 83.7 | 79.2 | x | 96.1
COCC(=O)Oc1cc(-c2ccc(C)cc2C)c(OC(=O)COC)c(-c2ccc(C)cc2C)c1 | 21.7 | 38.9 | 59.6 | 66.7 | 40.8 | 34.2 | 20.6 | 61.5
CCOC(=O)NC(C)c1ccccc1 (stereo not given) | 96.4 | x | 108.6 | x | 93.7 | 109.0 | 83.2 | 88.1
Cc1nc(Cl)sc1[C@H](O)COS(N)(=O)=O | 101.7 | 103.8 | 101.2 | 93.5 | 100.4 | 111.8 | 107.2 | 96.8
Cc1nc(-c2cc3ccccc3c(=O)o2)cs1 | 93.3 | 103.0 | 109.7 | 72.4 | 89.6 | 99.2 | 100.8 | 90.4
O=C(Nc1cccc(-c2ccccc2)c1)N1CCN(C(=O)Nc2cccc(-c3ccccc3)c2)CC1 | 92.1 | 93.4 | 101.6 | 80.6 | 95.7 | 83.2 | 95.5 | 96.2
CO/N=C(/C(=O)N[C@@H]1C(=O)N2C(C(=O)O)=C(CSc3nc(=O)c(=O)[nH]n3C)CS[C@H]12)c1csc(N)n1 | 107.4 | 102.6 | 100.9 | 93.6 | x | 103.2 | 103.7 | 113.6
O=C(Nc1ccc([N+](=O)[O-])cc1)c1ccc(Cl)c(Cl)c1 | x | 58.2 | 85.6 | 72.1 | x | 42.6 | x | 121.3
CCOC(=O)c1c(C)nc2c(c1N)/C(=C/c1ccc(OC)cc1)C(=O)N2Cc1ccc(F)cc1 | 1.6* | -5.4* | -62.1* | -55.6* | 4.1* | -17.2* | 1.7* | -45.3*
N#C/C(=C/c1ccc(Cl)cc1)c1nc(-c2cc3cc(Br)ccc3o2)cs1 | 81.0 | 68.3 | 102.9 | 78.0 | 67.7 | 113.1 | 138.7 | 88.6
CN1CCN(c2ccc(Nc3nc(NCCCNC(=O)c4ccccc4)c4sccc4n3)cc2)CC1 | x | 25.2 | 64.4 | 69.3 | x | 14.8 | x | 93.5
CCCCCCCCCCCCCCCC#N | 95.8 | 99.0 | 108.6 | 91.9 | 103.7 | 100.8 | 85.0 | 95.3
(cont.)
SMILES | MOLT-4 | CCRF-CEM | MDA-MB-435 | HOP-92 | K-562 | RPMI-8226 | SR | HOP-62
C/C=C\COc1cc(C)c(Cl)cc1Cl | 108.1 | 95.0 | 98.0 | 85.5 | 113.9 | 99.7 | 107.0 | 109.4
Cc1cc(-c2ccccc2)n2nc(N)nc2n1 | 102.1[3.58 µM] | 105.6[3.58 µM] | 106.1[3.58 µM] | 106.2[3.58 µM] | 91.7[3.58 µM] | 102.8[3.58 µM] | 101.2[3.58 µM] | 99.9[3.58 µM]
CSc1ccc(/C=C2\C=Cc3ccccc32)cc1 | 90.2 | 89.7 | 102.2 | x | 90.2 | 93.0 | 89.4 | 78.5
C=CCN1C(=O)C2(c3ccccc31)N(C)CC(c1ccc([N+](=O)[O-])cc1)C21SC2=NC3C(NN2C1=O)N(CC)C(=O)N3CC (stereo not given) | 93.2 | 109.4 | 108.5 | 102.5 | 91.6 | 108.6 | 120.4 | 100.6
C=C(C)[C@@H]1CC[C@]2(C(=O)O)CC[C@]3(C)[C@H](CC[C@@H]4[C@@]5(C)C[C@@H](CC#Cc6ccc(C#N)cc6)[C@H](O)C(C)(C)[C@@H]5CC[C@]43C)[C@@H]12 | 22.8 | 40.5 | 92.3 | x | 36.7 | 32.6 | 56.6 | 48.5
COc1cccc(-n2cc(-c3nc(Nc4cc(C)[nH]n4)c4ccccc4n3)nn2)c1 | 11.0 | 32.6 | 34.0 | 35.8 | 27.0 | 48.4 | 27.8 | 50.2
CC(=O)c1ccc(NC(=O)CSc2nnc(-c3ccc(NC(=O)c4cccnc4)cc3)n2N)cc1 | 98.8 | 102.5 | 104.9 | 101.1 | 93.6 | x | 98.4 | 102.3
COc1ccc2c(c1)N(CCO)C1=C(C(=O)CCC1)C2c1ccccc1 (stereo not given) | 107.1 | 81.3 | 102.0 | 91.4 | 108.3 | 101.2 | 117.7 | 91.7
NC1=NN(c2nc3ccccc3[nH]c2=O)C(=O)C1 | 98.7 | 92.3 | 103.3 | 98.4 | 101.4 | x | 96.1 | 108.5

Some of these compounds in order of heavy-atom count, falling:
SMILES | MOLT-4 | CCRF-CEM | MDA-MB-435 | HOP-92 | K-562 | RPMI-8226 | SR | HOP-62
C=CCN1C(=O)C2(c3ccccc31)N(C)CC(c1ccc([N+](=O)[O-])cc1)C21SC2=NC3C(NN2C1=O)N(CC)C(=O)N3CC (stereo not given) | 93.2 | 109.4 | 108.5 | 102.5 | 91.6 | 108.6 | 120.4 | 100.6
COc1ccc(-c2nc3ccc(-c4nnc(SCC(=O)Nc5ccc(C(C)=O)cc5)o4)cc3[nH]2)cc1OC | 86.3 | 98.9 | 105.9 | 105.5 | 94.7 | 101.3 | 82.9 | 98.1
COc1ccc(-c2nn(-c3cccc(Cl)c3)cc2-c2cc(-c3ccccc3)nc(N)c2C#N)cc1 | 43.7 | 43.1 | 82.8 | 91.9 | 48.9 | x | 49.9 | x
C=CCn1c(SC/C(=N\O)c2ccc(Cl)cc2)nnc1-c1c[nH]c2ccccc12 | 60.0 | 82.8 | 89.3 | 73.5 | 60.7 | 70.3 | 87.9 | 92.7
COc1ccc2c(c1)N(CCO)C1=C(C(=O)CCC1)C2c1ccccc1 (stereo not given) | 107.1 | 81.3 | 102.0 | 91.4 | 108.3 | 101.2 | 117.7 | 91.7
CC(=O)C1C(=O)C(=O)N(c2cccc([N+](=O)[O-])c2)C1=O (stereo not given) | 100.6 | 106.3 | 103.7 | 95.6 | 112.0 | 107.0 | 95.6 | 104.9
CSc1ccc(/C=C2\C=Cc3ccccc32)cc1 | 90.2 | 89.7 | 102.2 | x | 90.2 | 93.0 | 89.4 | 78.5
NS(=O)(=O)c1cnccc1-n1ccc(=O)cc1 | 90.6 | 93.7 | 95.1 | 81.3 | 82.1 | 60.5 | 51.1 | 95.5

Not a hit list (roughly 14% active in at least one column).
